# Screens: PubChem BioAssay, National Center for Advancing Translational Sciences (NCATS)
# POLH inh: qHTS for Inhibitors of Polymerase Eta. hit rate 1.2% among 390,000. AID 588591, 2011. Potency, µM (series often up to 114 µM), for inactives: at the top dose activity change, negative = inhibition, hits mostly inhibitors. recombinant Pol eta, fluorescent DNA replication assay; note: potency is the fitted concentration of half-maximal effect; % is set by controls: 0 for no effect and ±100 for the full control effect
#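 Pol eta (10 nM) was preincubated with compounds for 15 min at room temperature, after which fluorescent replication substrate (50 nM final) was added to start the reaction. Fluorescence was read kinetically at 0 and 10 min.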
# APEX1 inh: qHTS Assay for Inhibitors of the Human Apurinic/apyrimidinic Endonuclease 1 (APE1) | recombinant APE1, TAMRA/BHQ-2 abasic DNA cleavage fluorescence | Potency, µM (highest dose often 65.8 µM), inactives show at the highest dose activity change, negative = inhibition, usual class: inhibitors | hit rate 0.35% among 350,000;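 note: potency is the fitted concentration of half-maximal effect; plate controls were vehicle for no effect and reference inhibitor for full effect; nearly all actives have a fitted effect of over 55% in size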
#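 Incision of a quenched TAMRA/BHQ-2 THF abasic-site duplex (50 nM) by 0.75 nM APE1, after 15 min compound preincubation, measured as fluorescence increase over three 60 s reads. Values normalized to buffer, DMSO and NSC13755 control wells.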
# POLB inh: qHTS Assay for Inhibitors of DNA Polymerase Beta | P06746 | Pol beta primer extension/strand displacement, fluorescence kinetic | Potency, µM (top dose mostly 114 µM), inactives show at the highest dose activity change, negative = inhibition, most hits filed as inhibitors | hit rate 1.3% among 340,000 | AID 485314, 2010; note: potency is the fitted concentration of half-maximal effect; % is set by controls: 0 for no effect and ±100 for the full control effect
#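 Reaction started by 50 nM substrate onto compound-treated Pol beta (10 nM, 15 min preincubation, room temperature); plates read at 0 min and 10 min. Normalized concentration-effect data fitted by four-parameter Hill equation.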
# GRP78 ERSR act: qHTS for Inducers of the Endoplasmic Reticulum Stress Response (ERSR) in Human Glioma: qHTS; AID 602332, 2012; U87-MG GRP78 promoter luciferase reporter, 16 h; Potency, µM, without a hit: top-dose activation, hits mostly activators; hit rate 0.02% among 420,000; note: potency is the fitted concentration of half-maximal effect; series mostly up to about 76 µM; % of control where 0% means no effect; nearly all actives have a fitted effect of over 35% in size
#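 ERSR induction read as luciferase luminescence (Bright-Glo, 10 min at room temperature) in stably transfected human U87-MG glioma cells exposed to compounds for 16 h, using GRP78 as sensor.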
# BLM helicase inh: qHTS Assay for Inhibitors of Bloom's syndrome helicase (BLM); AID 2528, 2010; recombinant BLM DNA unwinding, fluorescence dequenching; RecQ-like DNA helicase BLM (Homo sapiens), P54132; Potency, µM (top dose mostly 56.1 µM), inactives show top-dose activity change, negative = inhibition, most hits filed as inhibitors; hit rate 0.2% among 350,000;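 note: potency is the fitted concentration of half-maximal effect; plate controls were vehicle for no effect and no enzyme for full effect; nearly all actives have a fitted effect of over 35% in size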
# Target sequence (P54132 whole entry, looked up): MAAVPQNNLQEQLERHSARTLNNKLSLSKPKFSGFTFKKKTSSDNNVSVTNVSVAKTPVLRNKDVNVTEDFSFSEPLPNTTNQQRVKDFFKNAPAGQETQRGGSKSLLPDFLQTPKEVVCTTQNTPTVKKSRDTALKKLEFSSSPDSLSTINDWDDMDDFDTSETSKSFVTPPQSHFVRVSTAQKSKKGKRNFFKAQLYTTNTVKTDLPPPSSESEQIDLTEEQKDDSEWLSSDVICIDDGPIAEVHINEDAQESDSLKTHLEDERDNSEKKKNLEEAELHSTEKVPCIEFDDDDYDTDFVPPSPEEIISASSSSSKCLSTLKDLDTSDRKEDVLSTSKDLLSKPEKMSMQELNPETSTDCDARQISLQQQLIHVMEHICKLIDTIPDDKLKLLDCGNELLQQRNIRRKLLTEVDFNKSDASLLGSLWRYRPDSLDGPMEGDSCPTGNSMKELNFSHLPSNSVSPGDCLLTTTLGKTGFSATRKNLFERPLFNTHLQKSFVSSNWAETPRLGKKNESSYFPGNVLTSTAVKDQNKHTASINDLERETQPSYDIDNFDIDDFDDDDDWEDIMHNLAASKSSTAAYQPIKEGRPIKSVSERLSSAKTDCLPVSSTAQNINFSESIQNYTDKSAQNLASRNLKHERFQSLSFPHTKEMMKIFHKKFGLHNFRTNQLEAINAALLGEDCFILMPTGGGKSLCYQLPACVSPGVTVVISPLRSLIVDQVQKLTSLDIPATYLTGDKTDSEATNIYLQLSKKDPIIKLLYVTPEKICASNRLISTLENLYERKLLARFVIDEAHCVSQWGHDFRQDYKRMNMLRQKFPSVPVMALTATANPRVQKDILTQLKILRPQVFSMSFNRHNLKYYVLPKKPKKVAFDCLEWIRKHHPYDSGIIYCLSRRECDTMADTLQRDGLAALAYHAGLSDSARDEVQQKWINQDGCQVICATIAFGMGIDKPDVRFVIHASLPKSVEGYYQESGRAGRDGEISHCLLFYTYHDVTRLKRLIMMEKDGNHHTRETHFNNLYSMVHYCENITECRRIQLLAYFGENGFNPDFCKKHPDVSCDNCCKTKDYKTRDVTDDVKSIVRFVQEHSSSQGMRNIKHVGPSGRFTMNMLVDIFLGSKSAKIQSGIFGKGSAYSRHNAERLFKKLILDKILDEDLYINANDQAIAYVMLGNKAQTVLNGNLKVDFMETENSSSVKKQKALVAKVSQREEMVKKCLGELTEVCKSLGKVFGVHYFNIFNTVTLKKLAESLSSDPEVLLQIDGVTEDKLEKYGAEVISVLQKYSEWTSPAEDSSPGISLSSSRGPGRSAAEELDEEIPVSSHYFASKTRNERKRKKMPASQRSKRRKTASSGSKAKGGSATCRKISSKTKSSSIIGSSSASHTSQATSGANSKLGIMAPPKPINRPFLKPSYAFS
# Apoferritin bind: qHTS Assay for Identification of Novel General Anesthetics. apoferritin/1-aminoanthracene competitive binding, fluorescence. Ferritin light chain (Equus caballus), P02791. Potency, µM (titrated, usually from 77.5 µM), without a hit: top-dose activity change, negative = displacement, usual class: inhibitors. hit rate 0.074% among 350,000. AID 485281, 2010; note: potency is the fitted concentration of half-maximal effect; % is set by controls: 0 for no effect and ±100 for the full control effect; nearly all actives have a fitted effect of over 20% in size
#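 Horse-spleen apoferritin (10 uM) in 50% saturated 1-aminoanthracene in PBS was incubated 10 min at room temperature with compound. Fluorescence (ex 380, em 535 nm) was normalized to free and bound 1-AMA, with concentration-response fitted by a four-parameter Hill equation.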
# Pol kappa inh: qHTS for Inhibitors of Polymerase Kappa. purified Pol kappa, fluorescent DNA synthesis assay, 10 min. AID 588579, 2011. DNA polymerase kappa (Homo sapiens), Q9UBT6. hit rate 0.53% among 400,000. Potency, µM (doses to about 107 µM), without a hit: at the highest dose activity, negative = inhibition, actives largely listed as inhibitors; note: potency is the fitted concentration of half-maximal effect; % is set by controls: 0 for no effect and ±100 for the full control effect
#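 Activity was followed as the change in fluorescence between reads at 0 and 10 min after starting the reaction with 50 nM substrate. Beforehand, 10 nM polymerase had been preincubated with compound for 15 min at room temperature.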
# Pol iota inh: qHTS for Inhibitors of Polymerase Iota | DNA polymerase iota (Homo sapiens), Q9UNA4 | Pol iota fluorescent replication assay, 10 min | Potency, µM (doses to about 115 µM), for the others: at the top dose activity, negative = inhibition, most hits filed as inhibitors | hit rate 1% among 390,000 | AID 588590, 2011; note: potency is the fitted concentration of half-maximal effect
#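 Fluorescent replication assay read twice, at 0 min and 10 min after adding 50 nM (final) substrate. Enzyme (10 nM) and compounds were first incubated 15 min at room temperature; enzyme-free buffer wells were negative controls.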
# LDHA block: qHTS assay for inhibitors of human lactate dehydrogenase | purified LDHA, NADH/diaphorase-resazurin fluorescence; hits give low values | hit rate 0.15% among 480,000 | activity change, % (values are at about 110 or 230 µM) | AID 1347041, 2019; in the data active = activity change below about -30%; inconclusive = mostly about -25% to -30%;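 note: plate controls were DMSO wells for no effect and wells without enzyme for full effect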
#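 Enzyme activity of human lactate dehydrogenase 5 (2 nM; 0.06 mM NADH, 0.2 mM pyruvate, 5 min, RT) is measured via a resazurin/diaphorase fluorescence readout of residual NADH.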
# An asterisk follows results filed as active; ? = inconclusive; / = no result given; & = joins results of further samples; [ ] = remark or other dose. Unless noted, calls come from the whole dose curve; as a rule, active = well fitted curve in the direction sought with a large enough effect; inconclusive = small, poorly fitted or top-dose-only effect, or another doubt; inactive = no such curve, though single readings can be large; an effect the other way counts as inactive or inconclusive. An excerpt (hit frequency here may not be typical).
molecule,Pol iota inh,Apoferritin bind,APEX1 inh,POLB inh,GRP78 ERSR act,POLH inh,Pol kappa inh,LDHA block,BLM helicase inh
Cc1cc(/C([O-])=C(/C(=S)Nc2ccc(F)cc2)[n+]2ccccc2)c(C)n1-c1ccc(F)cc1,77.9%[activator],-14.8%,-2.3%,52.8%,1.5%,5.0%,-10.2%,-1.4,-8.9%
N#C/C(=C\c1ccncc1)c1ccccn1,131.0%[activator],-5.3%,-4.0%,10.4%,-4.1%,3.2%,-12.9%,-2.7,2.7%
Cc1nc(NC(=O)c2ccc(F)cc2)sc1C(=O)Nc1ccc2c(c1)CCC2,?,-14.3%,0.6%,27.3%,-0.3%,1.9%,-6.7%,-0.1,-3.7%
CCOC(=O)c1cc2c(=O)n3ccccc3nc2n(Cc2ccco2)c1=NC(=O)c1cccnc1,?,99.3%[activator],-9.6%,17.8µM*,-2.0%,?,-37.5%,9.7,-15.8%
COc1cc(SC)ccc1C(=O)Nc1ccc2ncccc2c1,122.2%[activator],-3.9%,-3.0%,-16.9%,-4.7%,-15.8%,-5.2%,2.3,34.1%[activator]
Nc1c(C(=O)c2ccccc2)sc2c1c(=O)[nH]c(=O)n2-c1ccccc1,7.3%,-11.1%,17.5%,29.7%,-2.1%,-6.6%,0.2%,-3.8,6.2%
CC1CN(CC(=O)c2c(N)n(Cc3ccccc3)c(=O)n(C)c2=O)CC(C)O1 (centres undefined),25.1%,-6.0%,2.9%,13.4%,-2.7%,-8.8%,-2.3%,-3.2,3.5%
Cc1cccc(C(=O)N2CCC(=O)N([C@H](COCc3ccccc3)Cc3ccccc3)CC2)c1,/,-4.7%,-4.2%,/,-1.3%,/,-15.9%[60.1 µM],-0.7,-2.1%[75.6 µM]
Cc1cnc(C(=O)N2CCCC(N3CCN(c4ccccc4F)CC3)C2)cn1 (centres undefined),20.7%,-5.9%,33.7%,?,-1.4%,-2.3%,-13.7%,-3.1,-2.5%
CC(C)[C@H](NC(=O)c1ccco1)C(=O)OCC(=O)Nc1ccc(Cl)c(S(=O)(=O)N(C)C)c1,54.0%[activator],3.1%,-3.6%,0.0%,-5.3%,-18.0%,-12.4%,-15.2,-6.8%
CN1CCN(C(=O)c2cnn(-c3ccccc3)c2NC(=O)c2ccccc2Br)CC1,140.4%[activator],4.8%,-18.5%,46.4%,2.2%,-19.3%,-2.7%,-9.3,-11.1%
CCOc1ccc(-n2cc(C(=O)Nc3ccccc3OCC)c3cc(OC)c(OC)cc3c2=O)cc1,-15.0%,1.4%,/,-18.6%,-3.5%,-3.3%,-15.6%,-1.5,-10.0%
O=C(c1ccc2c(c1)OCO2)N1CCN(c2ncccn2)CC1,-3.2%,-12.4%,-0.4%,45.4%,-6.3%,-18.0%,-5.7%,-6.4,-0.7%
Cc1cccc(C)c1NC(=O)C(NC(=O)c1ccccn1)c1ccccc1[N+](=O)[O-] (centres undefined),26.7%,-14.8%,5.5%,25.1%,-3.6%,-18.6%,4.9%,0.7,-11.3%
COc1ccc(OC)c(CNC(=O)c2cc3c(Cl)nc4ccccc4c3s2)c1,37.7%[activator],-9.8%,/,14.7%,-3.2%,-16.5%,-1.5%,-2.8,-3.2%
COCCNC(=S)Nc1ccc([N+](=O)[O-])cc1C,70.5%[activator],1.7%,22.6%,-3.9%,-4.1%,-21.5%,-9.0%,-5.3,2.2%
Cc1ccc(-c2csc(NC(=O)CN3CCC(C(N)=O)CC3)n2)cc1,114.6%[activator],-3.2%,-4.4%,1.3%,-1.7%,-9.1%,2.5%,1.8,-3.1%
Cn1cccc1CC(=O)N/N=C/c1ccc(Cl)c([N+](=O)[O-])c1,9.2%,-14.4%,0.4%,0.7%,5.8%,-4.1%,-3.6%,0.8,-5.2%
COc1ccccc1N(C)S(=O)(=O)c1ccc(Cl)c(C(=O)NCc2ccco2)c1,22.9%,/,-5.8%,/,-2.4%,-2.8%,-9.6%,-3.7,/
O=C(NCc1ccc2c(c1)OCO2)c1cc(-n2cnnc2)ccc1Cl,17.3%,2.6%,5.2%,0.3%,-3.5%,10.6%,-1.1%,0.0,0.8%
COc1ccc(N(CC(=O)O)S(=O)(=O)c2ccc(C)cc2)cc1Cl,14.2%,1.2%,6.4%,-24.8%,-1.3%,7.5%,0.7%,-4.4,2.4%
CCCCN1CCN=C1Nc1ccccc1,48.3%[activator],-1.6%,12.8%,16.2%,-3.9%,-13.7%,-18.2%,-12.3,-1.3%
Cc1cc2ccccc2n1CCNC(=O)C1CCCCC1,28.4%,-11.7%,-8.0%,?,-1.5%,-9.5%,8.2%,2.8,1.2%
O=c1[nH]n(Cc2ccccc2)c(=O)c2ccccc12,2.5%,?,-2.4%,34.2%,5.4%,-7.1%,-10.9%,-6.2,-1.7%
O=C(CSc1ccc2nnc(CCNC(=O)c3ccccc3)n2n1)Nc1ccc(F)cc1F,25.0%,-0.8%,10.0%,37.5%,-4.5%,-19.5%,-5.4%,-3.5,-8.3%
O=C(N/N=C/c1cccc(NC(=O)c2ccc(Cl)cc2)c1)c1cccc(O)c1,-26.0%,-6.1%,-9.6%,-10.9%,-3.4%,-7.7%,-16.8%,-7.1,-10.1%
Cc1ccccc1OCC(=O)OCC(=O)NCc1ccccc1Cl,2.8%,/,2.8%,/,-3.1%,-11.4%,13.2%,2.7,/
C=CCNC(=O)C1CCC(CNc2nc(=S)[nH]c3ccccc23)CC1 (centres undefined),-11.0%,-3.5%,33.0%,55.0%,-5.6%,-4.6%,-9.9%,-1.0,-4.1%
COc1cccc(NC(=O)CN2C(=O)c3cccnc3Oc3ccc(Cl)cc32)c1,-20.1%&-5.9%,-10.4%,-1.6%,-1.6%&-1.1%,-3.3%&0.1%,-18.7%&-16.2%,-11.6%&-8.6%,1.7&5.9,-5.9%&-3.6%
CN1C2CCC1CC(NC(=O)c1ccc(Cl)cc1)C2 (centres undefined),48.6%[activator],0.8%,-3.6%,1.5%,-6.6%,-7.8%,-3.2%,-2.6,2.0%

# Given with each value named: 2 of the compounds above
CCCCN1CCN=C1Nc1ccccc1
  Pol iota inh = 48.3%[activator]
  Apoferritin bind = -1.6%
  APEX1 inh = 12.8%
  POLB inh = 16.2%
  GRP78 ERSR act = -3.9%
  POLH inh = -13.7%
  Pol kappa inh = -18.2%
  LDHA block = -12.3
  BLM helicase inh = -1.3%

Cc1cc2ccccc2n1CCNC(=O)C1CCCCC1
  Pol iota inh = 28.4%
  Apoferritin bind = -11.7%
  APEX1 inh = -8.0%
  POLB inh = ?
  GRP78 ERSR act = -1.5%
  POLH inh = -9.5%
  Pol kappa inh = 8.2%
  LDHA block = 2.8
  BLM helicase inh = 1.2%

# Going on with the list.
molecule,Pol iota inh,Apoferritin bind,APEX1 inh,POLB inh,GRP78 ERSR act,POLH inh,Pol kappa inh,LDHA block,BLM helicase inh
c1ccc(CCNc2ccc3c(c2)Cc2ccccc2-3)nc1,18.4%,/,/,/,7.6%,-21.3%,-5.9%,-7.6,/
CCCn1c(SCC(=O)NC(=O)NCc2ccccc2)n[nH]c1=O,29.2%,/,11.0%,/,-3.4%,-12.6%,17.7%,2.4,/
C=CCN1C(=O)/C(=C2/Sc3ccccc3N2CC)SC1=S,16.3%,-12.8%,-18.4%,?,-3.6%,-4.1%,-5.7%,-5.7,0.2%
Cc1nn2c(-c3ccc(Cl)cc3)nnc2s1,-5.9%,-10.6%,-1.6%,26.2%,-0.7%,4.1%,-3.1%,-10.5,3.8%
Nc1nc(SCC(=O)Nc2ccc(Br)cc2F)n[nH]1,37.5%[activator],-18.2%,-1.5%,?,-1.7%,-4.1%,-16.6%,-5.3,-1.9%
CC1(C)CC[C@]2(C(=O)O)CC[C@]3(C)C(=CCC4[C@@]5(C)CC[C@H](O)C(C)(C)C5CC[C@]43C)C2C1 (some centres undefined),?,0.4%,?,?,-0.5%,-1.2%,-32.9%,-11.2,-6.8%
CCOC(=O)C1C2C=CC3(CN(C4CCCC4)C(=O)C13)O2 (centres undefined),-3.3%,-6.1%,-0.3%,?,-5.6%,-2.0%,-6.2%,-2.9,-1.7%
Cc1cc(C)c(C2=NOC3C4CCC(C4)C23)c(C)c1 (centres undefined),7.9%,-20.3%,0.4%,9.2%,-5.5%,-8.1%,2.6%,-1.7,3.9%
CSc1nnc2c3cc(F)ccc3n(C)c2n1,31.7%[activator],-6.2%,28.5%,-14.8%,-2.3%,-14.6%,3.1%,-16.5,-7.0%
CCc1ccc(-c2nc(SCC(=O)NCC3CCCO3)c(-c3ccc(F)cc3)[nH]2)cc1 (centres undefined),24.3%,-15.8%,/,-21.9%,-3.9%,-23.1%,-2.4%,1.2,-5.8%
CCc1nnc2c(NCc3ccccc3OC)nc3ccccc3n12,20.2%,-4.2%,/,18.5%,-1.5%,-8.8%,3.8%,-9.3,-4.4%
Cc1ccc(-c2ccc3nnc(SCC(N)=O)n3n2)cc1,-14.3%,-5.4%,29.2%,-2.9%,4.6%,-12.3%,-6.0%,-4.7,-2.3%
CCOC(=O)N1CCN(S(=O)(=O)c2ccc(C(=O)N(CCCN(C)C)c3nc4c(F)cc(F)cc4s3)cc2)CC1,106.4%[activator],/,11.4%,/,-2.1%,-19.1%,-6.4%,-5.1,/
O=C(Nc1ccc(C(F)(F)F)cc1[N+](=O)[O-])O[C@H]1[C@H](Cc2ccccc2)NS(=O)(=O)[C@H]2C[C@@H]3C=C[C@]12O3,-5.8%&19.3%,/,2.6%,/,-2.4%&0.9%,-12.9%,2.0%&-4.5%,2.9,/
